# proCasp7 act – procaspase-7 activators, primary screen, counter-screen for procaspase-3 activator project, biochemical, absorbance, HTS, human | recombinant procaspase-7, Ac-DEVD-pNA absorbance 405 nm; D23A/D198A/D206A triple mutant, cannot self-cleave; scale: DMSO 0, 5 µM enzyme 100 | activation, % at 8.5 µM | 330,000 compounds, 0.093% hits | AID 463210, 2010;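 active = percent activation above the screen-wide mean plus 3 SD, cut at about 25% in these data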
#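 Assay system: Uncleavable procaspase-7 mutant enzyme / Input: 2 µM procaspase-7 mutant as dispensed / Dosing: single nominal 8.5 µM compound dose, 0.8% DMSO final / Timing: 1 h enzyme–compound preincubation and 2 h substrate reaction, both 25 °C / Detection: p-Nitroaniline absorbance at 405 nm, read at 0 and 120 min / Replication: singlicate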
# MEP2-GFP yeast – modulators of MEP2-GFP levels in yeast, primary screen, S. cerevisiae, multiplex flow cytometry, MLPCN library; S. cerevisiae MEP2-GFP strain, 3 h; 100% = DMSO control level; GFP response vs DMSO, % at 10 µM; 330,000 compounds, 0.51% hits; AID 2016, 2009;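 active = GFP response versus DMSO above a set limit, roughly screen mean plus 3 SD, cut at about 180% in these data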;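 note: median GFP fluorescence of the barcode-gated MEP2-GFP cells per well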
# LAP4-GFP MLPCN – modulators of LAP4-GFP expression in yeast, primary screen, S. cerevisiae, multiplex flow cytometry, MLPCN library; 3 h; median GFP as percent of DMSO wells; GFP response vs DMSO, % at 10 µM; 320,000 compounds, 0.34% hits;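 active = GFP response vs DMSO above a set limit, about the screen mean plus 3 SD, cut at about 150% in these data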
# EBNA-1 inh – EBNA-1 DNA-binding inhibitors, primary screen, biochemical, fluorescence polarization; AID 1950, 2009; inhibition, % at 14.8 µM; 300,000 compounds, 0.34% hits; in the data active = inhibition above about 28%
# ZTA DNA inh – counter-screen for EBNA-1 inhibitors: inhibitors of Epstein-Barr virus ZTA | P03206 | ZTA-DNA binding, fluorescence polarization | inhibition, % at 11 µM | 320,000 compounds, 0.15% hits; in the data active = inhibition above about 33%
# AHR act – AHR activators, primary screen, cell-based, luminescence, luciferase reporter, human. Aryl hydrocarbon receptor (Homo sapiens), P35869. AHR-responsive luciferase reporter cells. activation, % at 5 µM. 320,000 compounds, 2.5% hits; in the data active = activation above about 47%;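 note: 0% = vehicle wells and 100% = reference agonist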
# procasp3 activ – activators of human procaspase-3 D3A mutant, primary screen, biochemical, absorbance, PC-3 D3A mutant, single concentration; Caspase-3 (Homo sapiens), P42574; recombinant procaspase-3 D3A, Ac-DEVD-pNA absorbance 405 nm; activation, % at 8.5 µM; 330,000 compounds, 0.11% hits;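 active = activation above the mean of all tested compounds plus 3 SD, cut at about 21% in these data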;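 note: 0% = DMSO alone and 100% = DMSO wells spiked with extra 5 µM PC-3 D3A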
#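 Evaluation: percent activation relative to control range; Material: Procaspase-3 D3A mutant, all three cleavage aspartates alanine; Compound: single dose, 8.5 µM nominal compound, 0.8% DMSO; Replication: one well per compound; Signal: absorbance at 405 nm, 0 and 120 min; Schedule: 1 h preincubation plus 2 h reaction at 25 °C.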
# RPL19A TOR yeast – RPL19A-GFP expression modulators in yeast, primary screen, cell-based, S. cerevisiae, multiplex flow cytometry, MLPCN; percent response vs DMSO, % at 10 µM; S. cerevisiae RPL19A-GFP strain, 3 h; stronger effect = lower value; 330,000 compounds, 0.3% hits;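 active = percent response vs DMSO below 50%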;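 note: median channel GFP fluorescence of the barcoded RPL19A-GFP strain; ratio of sample median GFP to plate DMSO average so 100% = DMSO; lower means less RPL19A-GFP as with rapamycin TOR inhibition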
# * marks the source's active call; other numbers are inactive results; x = no result given; [ ] = remark or other dose. Rows are unselected; any-hit rate near 3.8%.
smiles,proCasp7 act,MEP2-GFP yeast,LAP4-GFP MLPCN,EBNA-1 inh,ZTA DNA inh,AHR act,procasp3 activ,RPL19A TOR yeast
COC(=O)c1ccc(C2NC(=S)N(c3ccccc3)C(C)=C2C(=O)Nc2ccccc2OC)cc1 (stereo not given),0,106,96,-1,-5,1,-7,100
O=C(O)CSc1nnc(-c2ccc(Cl)cc2Cl)n1-c1ccc(Cl)cc1,-16,108,109,-4,-2,2,1,108
Cc1cc(NC(=O)CSc2nc3ccccc3cc2C#N)no1,3,99,99,-6,3,-8,-14,101
CCOC(=O)Cc1csc(NC(=O)CCSc2ccccc2)n1,-6,108,109,-9,-8,4,-1,107
O=C(O)CC(CC(=O)N1CCN(C(=O)c2ccco2)CC1)c1ccccc1 (stereo not given),-5,110,103,-3,8,-4,-4,104
O=C(CN1CCN(c2ccccc2F)CC1)NC(=O)NCc1ccccc1,7,115,96,6,-11,2,6,101
COc1ccc(N(C(=O)CNS(=O)(=O)c2ccccc2)C(C(=O)NCc2ccco2)C(C)C)cc1 (stereo not given),4,100,91,-14,-17,-1,1,102
CCOCCn1ccc2c(OCC(=O)Nc3ccccc3OC)cccc2c1=O,3,109,125,-1,3,6,3,88
O=C(NCCc1ccccc1)c1cccnc1,9,106,104,12,2,2,7,102
CCOC(=O)c1ccc(NC(=S)N2CCCC2)cc1,6,93,117,-1,-27,1,10,96
Cc1cc(NC(=O)c2cccs2)n(-c2nc3ccccc3[nH]2)n1,-7,105,108,7,13,14,8,102
NC(=O)CSc1ncc(-c2ccccc2)[nH]1,-6,96,97,0,-22,1,2,97
CCOCCCn1c(SCC(=O)Nc2cc(OC)ccc2OC)nc2ccccc2c1=O,7,104,96,6,2,3,10,102
Brc1ccc2oc(-c3ccn[nH]3)cc2c1,-1,94,108,1,9,-8,0,94
CCCN(C(=O)CSc1nnc(N)s1)c1c(N)n(Cc2ccccc2)c(=O)[nH]c1=O,14,102,95,x,x,1,-3,100
COC(=O)Cc1cc(=O)n(-c2nc3ccccc3s2)[nH]1,-2,104,95,2,1,5,1,95
O=C(/C=C/c1ccccc1)Nn1cnnc1,0,98,95,6,14,-4,-3,101
CC(Oc1ccccc1)C(=O)Nc1c2c(nn1-c1ccccc1)CS(=O)(=O)C2 (stereo not given),1,102,80,11,18,0,11,106
CCOc1cc(C#N)c(NC(=O)c2ccco2)cc1OCC,9,108,99,-6,-10,1,8,103
O=C(Nc1nc(-c2ccc(Cl)cc2)cs1)c1cccnc1,-7,94,105,7,30,-14,-4,101
CC(Sc1cnc2ccccc2n1)C(=O)O (stereo not given),-2,108,96,-6,-2,7,-2,97
Cc1ccc(S(=O)(=O)N(C)C)cc1NC(=O)Nc1ccccc1F,-3,99,111,-2,-2,10,-3,97
CCOC(=O)N1CCN(C(=O)CSCc2ccccc2)CC1,-8,94,111,3,11,21,-6,93
C=CCSc1nnc(-c2ccc(Cl)cc2Cl)o1,-9,105,106,5,-3,-2,4,99
C=CCNCCCOc1ccc(Cl)cc1Br,-5,96,100,4,-4,5,10,94
COc1ccc(C(=O)NCCc2ccc(C)cc2)cc1OC1CCN(C(C)=O)CC1,-1,84,79,-2,-7,0,5,101
O=C1c2ccccc2C(=O)C1(CO)c1ccc(OC(F)F)cc1,-3,102,87,0,-5,8,5,96
CCOC(=O)N/N=C/c1cccc(Cl)c1Cl,4,99,90,-1,-1,30,7,102
O=C(Nc1nccs1)Oc1ccccc1,-5,103,108,-7,0,2,1,97
CCC(C)C(NC(=O)c1ccccc1NC(=O)c1ccccc1)C(=O)O (stereo not given),-1,97,98,-12,-15,2,1,105
Oc1ccc(C=Nc2ccc3ncccc3c2)c(O)c1,-2,97,104,11,12,9,0,96
Brc1ccccc1-c1nc(-c2ccccc2)no1,-6,102,99,1,-10,50*,6,97
COc1ccc(OC)c(N/C(=N/c2nc(C)cc(C)n2)NC(C)=O)c1,7,99,116,0,7,30,-7,100
CCCC(=O)Nc1ccc(Cl)c(NC(=O)c2ccc(Br)o2)c1,-2,106,105,-6,-14,12,6,99
CC(C)n1cnc2cc(NCc3ccccc3O)ccc21,-7,104,95,2,-13,2,4,95
Cc1sc2ncnc(OCC(=O)Nc3ccc4c(c3)OCCO4)c2c1C,2,101,95,-7,-1,3,3,97
Cc1ccc(C(=O)COC(=O)c2c(C)cc(=O)oc2C)cc1[N+](=O)[O-],-6,110,109,6,10,-4,-8,101
COc1ccc(OCC(=O)OCC(=O)Nc2ccc(S(=O)(=O)N3CCCCC3)cc2)cc1,6,110,108,-1,-8,1,-4,97
CCOC(=O)C(=O)Nc1nc(-c2ccccc2)c(-c2ccccc2)o1,-7,96,101,-1,-2,6,2,107
C=CCOc1ccc(CN(C)C(=O)c2ccc(CNS(=O)(=O)c3ccc(C)c(C)c3)cc2)cc1,1,98,104,x,2,-1,4,97
Cc1cc(C)n(CC(O)Cn2c3ccc(Br)cc3c3cc(Br)ccc32)c(=O)n1 (stereo not given),2,106,103,6,5,2,-2,100
Cc1ccc(S(=O)(=O)N(C)c2ccc(C(=O)NCC(c3ccco3)N(C)C)cc2)cc1 (stereo not given),8,99,95,x,-18,9,4,95
COC(=O)C[C@H](NC(=O)Cn1cnc2c(SC)nc(N)nc21)C(=O)OC,14,105,95,x,x,-1,-2,99
CCOC(=O)c1c(C)nc2sc3c(=O)n(-c4ccc(C(C)=O)cc4)cnc3c2c1-c1ccc(Cl)cc1,-1,113,108,-5,3,0,4,99
O=C(/C=C/c1cccc(F)c1)c1ccc(N2CCOCC2)cc1,-8,96,101,8,0,0,-11,97

# 2 compounds from above, reduced to LAP4-GFP MLPCN and proCasp7 act.
SMILES,LAP4-GFP MLPCN,proCasp7 act
COc1ccc(OCC(=O)OCC(=O)Nc2ccc(S(=O)(=O)N3CCCCC3)cc2)cc1,108,6
CCOC(=O)C(=O)Nc1nc(-c2ccccc2)c(-c2ccccc2)o1,101,-7

# More results:
smiles,proCasp7 act,MEP2-GFP yeast,LAP4-GFP MLPCN,EBNA-1 inh,ZTA DNA inh,AHR act,procasp3 activ,RPL19A TOR yeast
COc1ccc(S(=O)(=O)N/N=C\c2ccc3c(c2)OCO3)cc1,-7,151[may fluoresce violet],93[may fluoresce violet],5,-8,-2,1,65[may fluoresce violet]
C/C(=N\n1c(C)cc(C)c(C#N)c1=O)c1cccs1,7,102,100,-1,-9,2,1,100
Nn1c(SCC(=O)Nc2ccccc2F)nnc1-c1cccnc1,4,109,103,-1,-11,3,1,103
CCn1c(C)nc2cc(C(=O)NNC(=S)Nc3ccccc3OC)ccc21,-11,100,101,12,-2,5,1,98
COc1ccc(CNC(=O)Cn2nc([N+](=O)[O-])cc2C)cc1,9,96,93,-6,10,1,12,97
CCOC(=O)N1CCN(S(=O)(=O)c2cc([N+](=O)[O-])ccc2C)CC1,17,104,125,3,-10,-1,0,105
CCCC(=O)OCC(=O)Nc1ccccc1C#N,5,120,110,-6,-16,7,-2,100
COc1ccc(OC)c(C2C(C(=O)Nc3cccnc3)=C(C)NC3=C2C(=O)CCC3)c1 (stereo not given),-8,97,95,2,-6,1,-3,97
CCOCCCN(C(=O)c1snc(C(N)=O)c1N)C(C(=O)NC(C)(C)C)c1ccc(Cl)cc1 (stereo not given),-3,112,100,3,-8,10,1,102
O=C(CP(=O)(c1ccccc1)c1ccccc1)N1CCCCC1,5,106,107,-4,-7,-1,-12,103
CCOC(=O)C(C)Sc1nc2c(cnn2-c2ccc(C)cc2)c(=O)[nH]1 (stereo not given),14,106,104,8,-2,3,4,104
Cc1ccc(OC(=O)c2ccc3nc(C)sc3c2)cc1,8,97,108,5,2,-1,1,99
COc1ccccc1C(C)NCC(=O)NC(=O)NCc1ccco1 (stereo not given),-2,90,97,11,-6,1,-1,93
CC1CCN(C(=O)c2cccc(S(=O)(=O)N3CCN(c4ccccc4)CC3)c2)CC1,-4,105,107,-11,-12,3,13,100
COc1ccc(S(=O)(=O)NCCCCOc2ccc(Cl)cc2)cc1,-5,104,110,-5,1,0,1,99
Cc1[nH]n(-c2ccccc2)c(=O)c1C1(C(F)(F)F)C(=O)N(c2ccc(F)cc2)C2=C1C(=O)CC(C)(C)C2 (stereo not given),11,92,89,-10,9,0,-1,90
Cc1cc(OCC(=O)C(C)(C)C)c2c(-c3ccccc3)cc(=O)oc2c1,7,107,109,-5,-11,0,8,100
Cc1cc(C(=O)N/N=C/c2ccc(Br)o2)n[nH]1,-1,104,89,-6,6,4,-2,97
COc1ccc(NC(=O)CN2CCN(CC#N)CC2)cc1,8,104,91,3,-5,0,9,105
Nc1c(S(=O)(=O)c2ccccc2)c2nc3ccccc3nc2n1/N=C/c1ccco1,-1,101,85,4,5,-6,1,101
Cc1ccc(C(=O)OCC(=O)N(C)C2CCS(=O)(=O)C2)cc1S(=O)(=O)N1CCOCC1 (stereo not given),-5,91,96,1,-2,2,-11,93
Cc1c(C(=O)Nc2nc(-c3ccccn3)cs2)oc2ccccc12,-21,113,220*,x,-26,64*,-18,82
O=C(/C=C/c1ccco1)Nc1cccc(S(=O)(=O)N2CCOCC2)c1,9,109,96,-5,-2,50*,-4,106
CN(C(=O)Nc1cccc(C(F)(F)F)c1)C1CCCCC1,-8,89,103,15,-14,6,6,94
CCCCc1n[nH]c2c1C(=O)CC(C)(C)C2,0,104,102,-5,4,-1,6,103
COc1ccccc1N1CCN(/N=C/c2ccc(Cl)c([N+](=O)[O-])c2)CC1,4,103,89,6,-8,-2,0,106
COc1ccc(C(C)NC(=O)CC23CC4CC(CC(C4)C2)C3)cc1 (stereo not given),-9,100,81,0,-8,-1,-5,91
Cc1cccc(C(=O)Nc2ccc(N3CCN(S(C)(=O)=O)CC3)cc2)c1,6,103,92,4,16,14,3,97
O=C(Nc1cccc2nsnc12)c1ccc(F)cc1,-21,100,89,-5,-4,39,-25,95
Cc1ccc(NC(=O)CS(=O)CC(=O)N(CC(=O)NC2CCCC2)c2ccc3c(c2)OCCO3)cc1 (stereo not given),-1,97,100,2,8,0,2,97
CC(=O)NCCc1c[nH]c2ccc(OCc3ccccc3)cc12,4,102,116,2,3,7,-1,102
CC(C)c1ccc2c(c1)C(=O)NC(C)(C)C2,4,92,97,4,1,0,2,97
COC(=O)c1ccc(Cn2c(CN3CCOCC3)nc3ccccc3c2=O)o1,2,95,101,7,-5,4,-10,99
Cc1cc2[nH]ncc2cc1NC(=S)NC(=O)c1ccccc1,-13,110,115,4,-8,43,-2,99
O=C(c1ncn[nH]1)N1CCN(c2nc(-c3ccccc3)cs2)CC1,-4,111,104,-8,-7,6,0,97
COc1cc(CNCCN(C)C)c(Br)cc1OC1CCCC1,-4,101,109,3,-13,0,1,101
O=C(NCCCN1CCOCC1)c1coc2ccccc2c1=O,0,100,101,-14,13,1,1,98

# Compound activity (PubChem)
